HTR5A inv ag = HTR5A inverse agonists in luminescence cell assay, primary screen, counter-screen for OPRM1-OPRD1 heterodimer inverse agonist project, full-deck HTS. 5-hydroxytryptamine receptor 5A (Homo sapiens), P47898. inhibition, % at 9.3 µM. HTR5A cell line, inverse agonism. 0.083% of 340,000 active; in the data active = inhibition mostly above about 23%, no sharp cut-off; inactive = mostly below about 18%;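 note: 0% = cells with DMSO and 100% = no-cell wells with DMSO; some compounds called inactive have numbers as strong as hits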
Target sequence (P47898 whole entry, looked up): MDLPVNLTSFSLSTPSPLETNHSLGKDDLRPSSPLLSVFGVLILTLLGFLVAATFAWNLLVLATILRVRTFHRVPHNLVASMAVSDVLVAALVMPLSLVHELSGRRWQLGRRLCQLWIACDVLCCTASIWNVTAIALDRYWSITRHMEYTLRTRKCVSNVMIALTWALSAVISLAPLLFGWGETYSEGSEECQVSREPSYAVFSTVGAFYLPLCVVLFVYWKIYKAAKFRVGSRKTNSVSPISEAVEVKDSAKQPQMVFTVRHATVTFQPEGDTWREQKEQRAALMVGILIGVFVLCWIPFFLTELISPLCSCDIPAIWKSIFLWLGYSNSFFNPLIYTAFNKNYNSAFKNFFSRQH
RTF Ca sens inh = cardiac RTF calcium sensitivity inhibitors, primary screen, biochemical, IANBD-TnC fluorescence, EC70 calcium; Troponin I, cardiac muscle (Homo sapiens) + Troponin T, cardiac muscle (Homo sapiens) + …; IANBD-labeled cardiac RTF, Ca2+ fluorescence; inhibition, % at 7.15 µM; 0.12% of 340,000 active; AID 493244, 2011;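 active = inhibition above the mean inhibition of all tested compounds plus 3 SD, cut at about 17% in these data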;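 note: assay run at fixed EC70 calcium of 1.6 mM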
V-ATPase pH = regulators of yeast V-ATPase proton pumping, primary screen, pHLuorin cytosolic pH fluorescence; S. cerevisiae; response, % at 10 µM; 0.37% of 350,000 active; AID 504577, 2011; in the data active = response mostly above about 7.3%, no sharp cut-off; inactive = mostly below about 5.4%; note: actives read high; inactives centre near 0; some compounds called inactive have numbers as strong as hits; reference of the scale not given here
cardiac RTF act = cardiac RTF calcium sensitivity activators, primary screen, biochemical, IANBD-TnC fluorescence, EC20 calcium; activation, % at 7.2 µM; IANBD-labeled TnC RTF fluorescence at EC20 calcium; 0% EC20 calcium, 100% full calcium; Troponin I, cardiac muscle (Homo sapiens) + Troponin T, cardiac muscle (Homo sapiens) + …; 0.24% of 340,000 active;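 active = activation above the mean over all tested compounds plus 3 SD, cut at about 30% in these data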;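 note: rise in fluorescence read as greater calcium sensitivity of cardiac thin filaments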
CAL PDZ FP = untagged CAL PDZ binding inhibitors, primary screen, biochemical, fluorescence polarization, HTS; Golgi-associated PDZ and coiled-coil motif-containing protein (Homo sapiens), Q9HD26; purified CAL PDZ, TMR-peptide fluorescence polarization, 1 h; inhibition, % at 24.9 µM; 0.92% of 300,000 active;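 active = mean inhibition of at least 30% with at least half of replicates also reaching 30%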;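 note: 0% = DMSO neutral control and 100% = excess unlabeled competitor peptide PRC23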
MOR-DOR inv ag = inverse agonists of MOR-DOR heterodimerization, primary screen, cell-based, luminescence; cell-based MOR-DOR heterodimer luminescence, inverse agonism; Mu-type opioid receptor (Homo sapiens) + Delta-type opioid receptor (Homo sapiens), …; inhibition, % at 9.3 µM; 0.21% of 340,000 active; in the data active = inhibition above about 22%, passing the limit was not always enough;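 note: 0% = cells with DMSO and 100% = wells without cells with DMSO; values of inactives mirror those of a sister screen read the other way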
C-LANA FP = inhibitors of KSHV C-LANA binding to DNA, primary screen, biochemical, fluorescence polarization, FAM-LBS DNA, MBP-C-LANA, single point | Kaposi's sarcoma herpesvirus LANA C-terminal domain (residues 932-1162) DNA binding | inhibition, % at 9 µM | 0.078% of 340,000 active | AID 504423, 2011;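 active = highest replicate inhibition at or above 60% at 9 µM, even if other replicates fall short; inactive = all replicates below 60% inhibition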;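 note: 0% = neutral control wells and 100% = 4 µM acridine orange control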
Keap1-Nrf2 PPI = Keap1-Nrf2 protein-protein interaction inhibitors, primary screen, biochemical, fluorescence polarization, single point; AID 504523, 2011; 0.15% of 340,000 active; inhibition, % at 9.4 µM; Keap1 Kelch-Nrf2 peptide fluorescence polarization, 1536-well; in the data active = inhibition above about 12%;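 note: human Keap1 Kelch domain with fluorescein labeled Nrf2 9mer peptide probe; 0% = neutral control wells and 100% = peptide positive control; higher means more block of Keap1 binding to Nrf2 peptide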
OPRM1-OPRD1 ag = agonists of OPRM1-OPRD1 heterodimerization, primary screen, cell-based, luminescence | Mu-type opioid receptor (Homo sapiens) + Delta-type opioid receptor (Homo sapiens), … | cells | activation, % at 9.3 µM | 0.3% of 340,000 active | AID 504326, 2011; in the data active = activation above about 18%;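 note: 0% = vehicle-treated cells and 100% = reference agonist; values of inactives mirror those of a sister screen read the other way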
HTR5A ag = HTR5A agonists in luminescence cell assay, primary screen, counter-screen for OPRM1-OPRD1 heterodimer agonist project, full-deck HTS. cell-based. activation, % at 9.3 µM. 0.61% of 340,000 active. AID 504692, 2011; in the data active = activation mostly above about 9.5%, no sharp cut-off; inactive = mostly below about 7.6%;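 note: 0% = cells with vehicle only and 100% = reference agonist; strong numbers were not always called active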
* = called active by the depositor; x = no result given. Compounds as they come; any-hit rate near 2.8%.

| entry | Compound | HTR5A ag | RTF Ca sens inh | Keap1-Nrf2 PPI | CAL PDZ FP | MOR-DOR inv ag | C-LANA FP | V-ATPase pH | HTR5A inv ag | cardiac RTF act | OPRM1-OPRD1 ag |
| --- | --- | --- | --- | --- | --- | --- | --- | --- | --- | --- | --- |
| 1 | CCC1(CC)C(=O)C2=C3C1[C@H](C(=O)OC)C=C(C(=O)OC)C[C@H]3[C@H]1C(=O)NC(=O)[C@H]1[C@H]2C (stereo partly specified) | 0 | -11 | 0 | 0 | 7 | 2.5 | 4 | 1 | -1 | -1.2 |
| 2 | CCN(C(=S)Nc1cccnc1)c1cccc2ccccc12 | 2 | -5 | 2 | -5 | -10 | 1.0 | 4 | -4 | 1 | 2.0 |
| 3 | COc1ccc(N(CC(=O)NCc2ccco2)C(=O)CNS(=O)(=O)c2ccc(Cl)cc2)cc1 | -3 | -12 | -5 | -5 | -9 | -3.2 | 1 | 9 | 4 | 1.4 |
| 4 | Cc1cccc(C)c1N1CCN(S(=O)(=O)N(C)C)CC1 | 3 | -12 | -1 | 2 | 10 | 1.5 | 2 | -7 | 2 | -1.6 |
| 5 | Cc1cc(-c2csc(NC(=O)c3ccccc3C(F)(F)F)n2)c(C)n1Cc1ccccc1 | 2 | 6 | -5 | -6 | 0 | -0.4 | 0 | -7 | 4 | 0.0 |
| 6 | COc1ccc(S(=O)(=O)N2CCC(O)(c3ccc(Cl)cc3)CC2)cc1OC | 3 | 2 | 3 | -3 | 10 | 1.2 | 17* | -4 | -7 | -2.0 |
| 7 | CN(Cc1ccccc1)C(=O)CCSc1nc(-c2ccc3c(c2)OCO3)cc(C(F)(F)F)n1 | 4 | -3 | 1 | -2 | 1 | -0.6 | -1 | -4 | -3 | -0.1 |
| 8 | CCN(CC)C(=S)NC(=O)c1ccc(OC)c(Br)c1 | 0 | 6 | -4 | -2 | 6 | 3.6 | 2 | -19 | -1 | -1.1 |
| 9 | Cc1nn(CC(=O)NCCc2ccccc2)c(C)c1[N+](=O)[O-] | 5 | 10 | 2 | -9 | 16 | -1.1 | -1 | 4 | -1 | -3.1 |
| 10 | O=C(CSc1nnc(NC(=O)C2CC(=O)N(c3ccccc3)C2)s1)NC1CCCC1 (stereo unspecified) | 6 | 2 | 2 | -4 | 11 | -1.1 | 1 | -27 | -3 | -2.0 |
| 11 | CCN(CC)c1ccc(NC(=O)c2ccc(S(=O)(=O)N3CCOCC3)cc2)cc1 | 0 | 0 | 1 | -1 | 14 | -0.8 | -1 | 0 | -5 | -3.2 |
| 12 | O=C(CSc1nc(-c2ccccc2)cc(C(F)(F)F)n1)NCc1ccco1 | 1 | -10 | -4 | -5 | 12 | -1.3 | -2 | 0 | -1 | -2.1 |
| 13 | Cc1cccc(N2CCN(C(=O)c3ccc(NS(=O)(=O)c4c(C)noc4C)cc3)CC2)c1C | 1 | -12 | -4 | -6 | 2 | 0.1 | 0 | -14 | -2 | -0.4 |
| 14 | CCN(C(=O)COC(=O)c1ccccc1O)c1nc2ccccc2s1 | 5 | -1 | 2 | -1 | 4 | x | -4 | -20 | -2 | -0.7 |
| 15 | Cc1ccc2nc(SCC(=O)Nc3ccc(Br)cc3)nc(=O)n2c1 | -3 | 6 | 0 | 2 | 1 | 0.4 | 1 | 8 | -1 | -0.2 |
| 16 | Cc1nc(C)c(CCNC(=O)c2ccccc2Br)s1 | -1 | -19 | -1 | -1 | 4 | 1.6 | 0 | -7 | 1 | -0.8 |
| 17 | Cc1cc(NC(=O)CSc2nnc(-c3cccnc3)n2N)no1 | 3 | -2 | -2 | 3 | 3 | -1.3 | -1 | -8 | 6 | -0.6 |
| 18 | COC1OC(COC(=O)c2ccccc2)C(OC(=O)c2ccccc2)C1OC(=O)c1ccccc1 (stereo unspecified) | -4 | -1 | -2 | -8 | 13 | 3.4 | 0 | 14 | 0 | -2.7 |
| 19 | CCOC(=O)N1CCN(C(=O)C2CCN(S(=O)(=O)N3CCCC3)CC2)CC1 | 0 | -18 | 2 | -16 | 1 | -3.8 | -1 | 0 | 10 | -0.1 |
| 20 | OCCCNc1nnc(-c2ccccc2)c2ccccc12 | -4 | 6 | -5 | 1 | 17 | -0.8 | -3 | 15 | -2 | -2.9 |
| 21 | C[C@H]1CN([C@@H](C)CO)C(=O)Cc2cc(NS(=O)(=O)c3cccs3)ccc2O[C@H]1CN(C)S(=O)(=O)c1cn(C)cn1 | -2 | -14 | 2 | -1 | 0 | 0.1 | 4 | 10 | -2 | 0.0 |

Compounds above containing an aryl thioether with sulfur outside any ring (5):
| entry | Compound | HTR5A ag | RTF Ca sens inh | Keap1-Nrf2 PPI | CAL PDZ FP | MOR-DOR inv ag | C-LANA FP | V-ATPase pH | HTR5A inv ag | cardiac RTF act | OPRM1-OPRD1 ag |
| --- | --- | --- | --- | --- | --- | --- | --- | --- | --- | --- | --- |
| 7 | CN(Cc1ccccc1)C(=O)CCSc1nc(-c2ccc3c(c2)OCO3)cc(C(F)(F)F)n1 | 4 | -3 | 1 | -2 | 1 | -0.6 | -1 | -4 | -3 | -0.1 |
| 10 | O=C(CSc1nnc(NC(=O)C2CC(=O)N(c3ccccc3)C2)s1)NC1CCCC1 (stereo unspecified) | 6 | 2 | 2 | -4 | 11 | -1.1 | 1 | -27 | -3 | -2.0 |
| 12 | O=C(CSc1nc(-c2ccccc2)cc(C(F)(F)F)n1)NCc1ccco1 | 1 | -10 | -4 | -5 | 12 | -1.3 | -2 | 0 | -1 | -2.1 |
| 15 | Cc1ccc2nc(SCC(=O)Nc3ccc(Br)cc3)nc(=O)n2c1 | -3 | 6 | 0 | 2 | 1 | 0.4 | 1 | 8 | -1 | -0.2 |
| 17 | Cc1cc(NC(=O)CSc2nnc(-c3cccnc3)n2N)no1 | 3 | -2 | -2 | 3 | 3 | -1.3 | -1 | -8 | 6 | -0.6 |

Bioassay records as filed in PubChem BioAssay.
